High-throughput results: PubChem BioAssay, Sanford-Burnham Center for Chemical Genomics
APOBEC3A inh – inhibitors of human APOBEC3A DNA deaminase | AID 493011 | actives 0.41% (n = 330,000) | P31941 | recombinant A3A, FAM/TAMRA ssDNA deamination fluorescence | inhibition, % at 20 µM;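 active means at least 40% inhibition at 20 µM here, with at most 30% in a related deaminase screen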;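 further: plate controls were A3A with DMSO for no effect and wells lacking A3A enzyme for full effect; some results filed as inactive read as strong as hits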
Target sequence (P31941 whole entry, looked up): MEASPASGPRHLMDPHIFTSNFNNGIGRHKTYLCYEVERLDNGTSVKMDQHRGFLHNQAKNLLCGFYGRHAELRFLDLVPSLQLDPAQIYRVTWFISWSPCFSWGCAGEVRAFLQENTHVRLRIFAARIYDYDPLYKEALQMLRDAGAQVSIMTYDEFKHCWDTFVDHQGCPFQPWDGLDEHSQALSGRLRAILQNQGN
HKDC1 inhibitor – blocks human hexokinase HKDC1 activity; recombinant HKDC1, G6PDH/diaphorase resazurin coupled fluorescence; inhibition, % at 20 µM; actives 0.16% (n = 340,000); AID 493160;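 active means inhibition above about 35% when tested at 20 µM, limit read from the data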;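 further: plate controls were DMSO wells with enzyme for no effect and DMSO wells lacking enzyme for full effect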
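System: Recombinant HKDC1 hexokinase | Amount: HKDC1 at 5 µg/mL | Reagent: Glucose with 1 mM ATP | Doses: Single 20 µM dose | Incubation: Reaction time 90 min, room temperature, protected from light | Signal: Coupled resazurin fluorescence, excitation 525 nm, emission 613 nm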
mIAP activ – mouse IAP activation | muIAP, CDP-Star luminescence, 30 min; active compounds read high; 1 = vehicle-only enzyme signal, 0 = enzyme-free wells | activation factor at 10 µM | actives 0.24% (n = 330,000) | AID 2805;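 active means activation factor of at least 2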; further: the source names both 10 and 20 µM as test concentration; values of inactives mirror those of a sister screen read the other way
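also added = chemiluminescent substrate CDP-Star | test system = mouse IAP enzyme | signal = chemiluminescence readout | compound = DMSO-dissolved test compounds | incubation = 30 min at room temperature | benchmarks = DMSO wells, no-enzyme wells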
PfGluPho inh – PfG6PD (Plasmodium falciparum) enzyme inhibition; PfGluPho enzyme, NADPH resazurin-diaphorase fluorescence; AID 504690; inhibition, % at 20 µM; actives 0.78% (n = 350,000);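 active means inhibition reaching at least a set limit at 20 µM in the primary screen, cut at about 59% in these data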;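 further: 0% = DMSO wells with substrate and 100% = DMSO wells lacking glucose-6-phosphate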
ATG4B inh – inhibitors of human ATG4B cysteine protease; Q9Y4P1; ATG4B cleavage of LC3-PLA2, NBD-HPC fluorescence, 1 h; inhibition, % at 8.33 µM; actives 0.51% (n = 340,000); AID 504462; in the data active means inhibition above about 40%
Target sequence (Q9Y4P1 whole entry, looked up): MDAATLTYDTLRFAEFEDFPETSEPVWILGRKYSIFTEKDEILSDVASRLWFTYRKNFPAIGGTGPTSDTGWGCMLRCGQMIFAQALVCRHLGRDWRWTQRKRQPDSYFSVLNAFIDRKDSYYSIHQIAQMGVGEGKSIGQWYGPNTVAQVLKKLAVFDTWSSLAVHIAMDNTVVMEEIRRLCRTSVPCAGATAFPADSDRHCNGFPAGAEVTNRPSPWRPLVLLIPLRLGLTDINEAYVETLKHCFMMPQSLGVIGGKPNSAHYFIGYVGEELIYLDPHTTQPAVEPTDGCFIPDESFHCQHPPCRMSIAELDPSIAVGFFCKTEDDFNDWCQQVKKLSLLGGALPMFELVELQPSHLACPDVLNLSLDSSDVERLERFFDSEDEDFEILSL
mIAP block – blocks mouse intestinal alkaline phosphatase | inhibition, % at 10 µM | purified mouse IAP, CDP-Star luminescence, 30 min | actives 0.2% (n = 330,000);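 active means inhibition of at least 40% at 10 µM in the primary screen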;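 further: plate controls were DMSO with enzyme for no effect and no enzyme wells for full effect; values of inactives mirror those of a sister screen read the other way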
hIAP activ – increases human intestinal alkaline phosphatase activity. purified human IAP, CDP-Star luminescence, 30 min; active compounds read high; 1 = vehicle-only enzyme, 0 = enzyme-free background. activation factor at 10 µM. actives 0.16% (n = 330,000);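 active means activation factor of the enzyme at least 2-fold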; further: the source names both 10 and 20 µM as test concentration; values of inactives mirror those of a sister screen read the other way
Target sequence (P09923 whole entry, looked up): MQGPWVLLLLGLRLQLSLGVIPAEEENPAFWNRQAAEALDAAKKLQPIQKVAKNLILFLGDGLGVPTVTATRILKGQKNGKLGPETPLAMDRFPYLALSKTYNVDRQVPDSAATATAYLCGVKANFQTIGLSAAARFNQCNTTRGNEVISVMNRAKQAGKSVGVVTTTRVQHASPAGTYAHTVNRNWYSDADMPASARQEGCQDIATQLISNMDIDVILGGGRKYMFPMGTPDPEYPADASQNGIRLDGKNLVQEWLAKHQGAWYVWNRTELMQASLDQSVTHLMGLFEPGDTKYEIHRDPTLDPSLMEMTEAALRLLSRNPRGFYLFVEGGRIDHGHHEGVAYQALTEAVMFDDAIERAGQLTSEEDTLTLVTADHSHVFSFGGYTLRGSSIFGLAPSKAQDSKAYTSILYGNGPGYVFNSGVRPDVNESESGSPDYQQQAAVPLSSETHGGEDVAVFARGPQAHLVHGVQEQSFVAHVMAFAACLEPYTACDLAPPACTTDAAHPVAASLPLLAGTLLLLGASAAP
hIAP inh – blocks human intestinal alkaline phosphatase | P09923 | purified IAP, CDP-Star luminescence, 30 min | inhibition, % at 10 µM | actives 0.12% (n = 330,000) | AID 2544;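 active means inhibition reaching a set limit with compound at 10 µM in the primary screen, cut at about 35% in these data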;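 further: plate controls were DMSO wells with enzyme for no effect and no-enzyme buffer wells for full effect; values of inactives mirror those of a sister screen read the other way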
* marks the source's active call; other numbers are inactive results.

SMILES | APOBEC3A inh | HKDC1 inhibitor | mIAP activ | PfGluPho inh | ATG4B inh | mIAP block | hIAP activ | hIAP inh
O=C(/C=C/c1cccc([N+](=O)[O-])c1)NCCSc1ccccc1 | -1.2 | 1.4 | 0.899 | 10.7 | 24.9 | 10.1 | 0.994 | 0.6
O=C(O)c1ccccc1S(=O)CCO (configuration not stated) | -2.7 | -1.9 | 0.997 | -5.3 | -2.2 | 0.3 | 0.975 | 2.5
CCOc1ccc(CCNC(=O)C2CCCN(c3nn4c(=O)cc(C)nc4s3)C2)cc1 (configuration not stated) | -2.2 | -3.4 | 0.979 | -6.7 | -6.6 | 2.1 | 0.991 | 0.9
O=C(CN1C(=O)NC2(CCCC2)C1=O)Nc1ccccc1C(F)(F)F | -0.1 | -5.0 | 0.939 | -4.7 | -2.1 | 6.1 | 0.992 | 0.8
Cc1ccc(NS(=O)(=O)c2ccc(Br)cc2)nc1 | 1.1 | -5.0 | 1.06 | -5.2 | 11.6 | -5.7 | 1.01 | -0.9
Cc1cccc(N(Cc2cc3ccccc3[nH]c2=O)C(=O)c2cccs2)c1 | -5.7 | -0.8 | 1.08 | -9.6 | 0.7 | -8.2 | 1.14 | -13.6
COc1ccc(S(=O)(=O)Nc2c(NC3CCCCC3)c3ccccc3oc2=O)cc1Cl | -2.9 | 0.4 | 0.911 | -1.3 | -1.1 | 8.9 | 0.886 | 11.4
CC(=NCc1ccc2c(c1)OCO2)C1=C(O)c2ccccc2C1=O | 1.2 | -9.2 | 1.01 | 2.5 | 3.0 | -0.6 | 0.178 | 82.2*
COc1cc(S(=O)(=O)NCCCn2ccnc2)ccc1F | -7.1 | 3.0 | 0.961 | -11.0 | 0.2 | 3.9 | 1.1 | -9.9
O=C(NCCc1ccccc1)c1ccc(S(=O)(=O)N2CCCC2)cc1 | 16.6 | 1.4 | 1.06 | -1.3 | 0.9 | -5.9 | 0.804 | 19.6
O=C1C=C(N2CCCCCC2)C2(CCCCC2)O1 | -2.3 | -6.6 | 0.895 | -5.6 | -17.8 | 10.5 | 1.11 | -10.7
NNC(=O)c1ccccc1OCc1ccccc1 | 2.9 | 0.1 | 1.05 | 6.1 | -8.6 | -5.1 | 0.984 | 1.6
Oc1c(C(c2ccccn2)N2CCC(Cc3ccccc3)CC2)cc(Cl)c2cccnc12 (configuration not stated) | 5.4 | -26.2 | 0.993 | 2.9 | 14.8 | 0.7 | 1.03 | -2.8
CCC(=O)NC(=S)Nc1ccccc1C(=O)OC | 9.3 | 16.5 | 0.742 | 8.0 | -4.5 | 25.8 | 1.02 | -1.7
COc1ccc(CC(=O)Nc2ccc(-c3csc(C)n3)cc2)cc1 | 3.2 | 2.4 | 1.22 | -8.2 | -4.5 | -21.9 | 1.15 | -15.1
OCC[C@H]1C[C@H](O)[C@@H](O)[C@@]2(CCCCO2)O1 | -4.1 | -5.5 | 1.08 | -2.8 | 3.0 | -7.7 | 0.985 | 1.5
COc1ccc2cnn(CCOc3ccccc3)c(=O)c2c1OC | -3.7 | 2.8 | 1.1 | -12.8 | -7.6 | -10.2 | 1.16 | -15.5
Cn1cccc1CNC(=O)Nc1ccc(Cl)c(Cl)c1 | -3.5 | -4.1 | 1.43 | -5.4 | 14.5 | -43.0 | 0.928 | 7.2
Cc1c(C(=O)N(Cc2ccc(F)cc2)C2CCS(=O)(=O)C2)oc2ccccc12 (configuration not stated) | -5.3 | -1.8 | 0.967 | 8.6 | -18.4 | 3.3 | 1.23 | -22.5
COc1ccc(CNC(=O)COC(=O)C2CC3C=CC2C3)cc1 (configuration not stated) | -0.9 | -14.2 | 1.03 | -6.5 | -2.5 | -2.6 | 1.18 | -18.0
Cc1cc2c(c(=O)n1Cc1cccnc1)C(c1ccccc1)C(C#N)=C(N)O2 (configuration not stated) | -6.0 | -2.8 | 1.01 | -9.8 | 5.8 | -1.5 | 0.961 | 3.9
Cc1ccccc1NC(=S)NC(=O)c1cc(-c2ccccc2)nc2ccccc12 | -0.3 | 4.9 | 0.859 | 1.3 | 4.3 | 14.1 | 1.01 | -0.6
CC1(c2ccccc2)NC(=O)N(CC(=O)Nc2nnc(C3CC3)s2)C1=O (configuration not stated) | 2.1 | -5.0 | 0.954 | 6.6 | 4.3 | 4.6 | 1.07 | -6.6
CCC1CN(C(=O)N2CCC(C(=O)NCc3cccc(OC)c3OC)CC2)c2cc(C)ccc2O1 (configuration not stated) | -1.0 | -8.4 | 0.98 | -0.4 | 2.5 | 2.0 | 1.26 | -25.6
CC1(C)CC(=O)C2=C(C1)OC1=C(C(=O)CC(C)(C)C1)C2c1ccccc1 | -0.3 | -6.2 | 0.955 | -3.6 | -0.9 | 4.5 | 1.29 | -29.5
SMILES | APOBEC3A inh | HKDC1 inhibitor | mIAP activ | PfGluPho inh | ATG4B inh | mIAP block | hIAP activ | hIAP inh
CC1=NN(C(C#N)c2cccc([N+](=O)[O-])c2)C(C)(C)C1 (configuration not stated) | -5.5 | -5.0 | 1.16 | -0.3 | 4.9 | -16.2 | 0.947 | 5.3
Nc1nc(SCC(=O)Nc2ccccc2C(F)(F)F)[nH]c(=O)c1-c1ccccc1 | -1.2 | -5.9 | 1.07 | -28.3 | 3.4 | -7.3 | 0.928 | 7.2
COc1ccc(S(=O)(=O)N2CCC(C(=O)Nc3c(F)cccc3F)CC2)cc1 | -0.4 | -6.5 | 1.07 | -8.4 | -10.3 | -6.8 | 0.824 | 17.6
NS(=O)(=O)c1ccc(CNc2ncnc3sccc23)cc1 | 5.4 | -2.0 | 0.965 | 10.4 | -6.8 | 3.5 | 0.987 | 1.3
O=C(N/N=C/c1cn(CCOc2ccccc2)c2ccccc12)c1ccncc1 | -0.1 | -0.4 | 0.896 | -1.8 | -5.5 | 10.4 | 0.961 | 3.9
O=C(O)CSc1nnc(CNc2ccccc2Cl)n1-c1ccccc1 | -1.1 | 3.8 | 1.08 | -15.3 | -5.0 | -7.7 | 0.955 | 4.5
CC(C)(CSc1nncn1N)NS(=O)(=O)c1ccc(Cl)cc1 | -5.3 | -7.2 | 0.972 | -10.9 | -4.4 | 2.8 | 1.11 | -10.8
Cc1ccc2cc(C)c(SCC(=O)NCc3ccco3)nc2c1 | 7.7 | 6.0 | 0.956 | -37.0 | 2.6 | 4.4 | 0.964 | 3.6
CCCNC(=O)COC(=O)/C(C#N)=C/c1cc(C)n(CCC)c1C | -3.7 | -3.4 | 1.1 | -2.2 | -6.8 | -10.2 | 1.12 | -11.9
CCOc1ccc(N(C(=O)Cn2nnc3ccccc32)C(C(=O)NC(C)(C)CC)c2cccn2C)cc1 (configuration not stated) | -3.2 | -1.4 | 1.03 | 16.7 | -9.7 | -2.7 | 1.23 | -23.4
CCOC(=O)c1ccc(N/C(=N\S(=O)(=O)c2ccccc2C)c2ccccc2)cc1 | -0.1 | 2.9 | 0.972 | 23.1 | -5.6 | 2.8 | 0.872 | 12.8
CC(=O)[C@@H]1[C@@H](C(=O)c2ccc(C)cc2)[C@]2(C(=O)Nc3ccccc32)[C@H]2C=Cc3cc(F)ccc3N12 | -1.5 | 4.0 | 0.771 | 7.9 | -8.6 | 22.9 | 1.07 | -6.8
COCCNC(=O)C1CCCN(S(=O)(=O)c2cccc3nsnc23)C1 (configuration not stated) | 0.0 | -2.5 | 1.02 | -21.5 | -0.8 | -2.1 | 0.727 | 27.3
CN(C)/C=N/c1c(C#N)cnn1-c1ncnc2sc(-c3ccccc3)cc12 | 0.5 | 6.3 | 0.948 | -4.0 | -15.2 | 5.2 | 0.967 | 3.3
O=C(/C=C/c1ccc(F)cc1)NC(=S)N1CCOCC1 | 1.5 | -5.7 | 1.11 | -1.5 | -2.0 | -11.2 | 0.976 | 2.4
COc1ccc(CNC(=O)c2ccc(N3CCC4(CC3)CC(c3ccc(Cl)cc3)=NO4)c(NC(=O)Cc3ccc(F)cc3)c2)cc1 | 3.9 | -1.8 | 1.02 | 1.6 | -1.8 | -1.7 | 1.12 | -12.1
COc1ccc(N2C(=NC(=O)C3CCCCC3)SC3CS(=O)(=O)CC32)c(OC)c1 (configuration not stated) | -1.3 | 1.4 | 1.02 | 0.5 | 5.4 | -2.1 | 1.03 | -3.5
CCn1cc(C(=O)OC)c(=O)c2cc(S(=O)(=O)N(C)C3CCCCC3)ccc21 | 10.7 | -10.3 | 0.967 | 4.1 | 0.0 | 3.3 | 0.931 | 6.9
CCN(CC)CCN1C(=O)c2ccccc2NC1c1ccc(N(C)C)cc1 (configuration not stated) | -3.4 | 4.6 | 0.962 | -22.6 | 10.7 | 3.8 | 0.911 | 8.9
O=C(CSc1nc2ccccc2o1)c1cc2ccccc2oc1=O | -3.3 | 2.2 | 0.799 | -22.6 | 32.4 | 20.1 | 0.942 | 5.8
Cc1c(OC(C(=O)O)c2ccccc2)ccc2c3c(c(=O)oc12)CCC3 (configuration not stated) | -1.9 | 2.9 | 1.07 | -28.4 | 4.6 | -7.1 | 1.04 | -4.3
COc1ccc(CN2C(=O)N(c3ccccc3)C(=O)C2CC(=O)Nc2ccccc2)cc1OC (configuration not stated) | -0.1 | -10.1 | 1.08 | -8.1 | -10.5 | -7.6 | 1.02 | -2.2
COc1ccc(OC)c(NC(=O)c2cc(S(=O)(=O)NCc3ccco3)ccc2F)c1 | 0.7 | -4.9 | 0.842 | -2.6 | -7.5 | 15.8 | 1.01 | -1.0
CC(=O)Nc1ccccc1OCC(=O)NCCc1ccc(Cl)cc1Cl | 2.2 | 19.8 | 0.99 | 0.6 | -10.1 | 1.0 | 0.969 | 3.1
Cc1cc(Cl)ccc1NC(=S)N1CCOCC1 | -4.3 | -6.7 | 0.952 | -5.5 | 1.5 | 4.8 | 0.947 | 5.3

Three entries picked at random from the list so far:
SMILES | APOBEC3A inh | HKDC1 inhibitor | mIAP activ | PfGluPho inh | ATG4B inh | mIAP block | hIAP activ | hIAP inh
CCn1cc(C(=O)OC)c(=O)c2cc(S(=O)(=O)N(C)C3CCCCC3)ccc21 | 10.7 | -10.3 | 0.967 | 4.1 | 0.0 | 3.3 | 0.931 | 6.9
Cc1c(OC(C(=O)O)c2ccccc2)ccc2c3c(c(=O)oc12)CCC3 (configuration not stated) | -1.9 | 2.9 | 1.07 | -28.4 | 4.6 | -7.1 | 1.04 | -4.3
CC1=NN(C(C#N)c2cccc([N+](=O)[O-])c2)C(C)(C)C1 (configuration not stated) | -5.5 | -5.0 | 1.16 | -0.3 | 4.9 | -16.2 | 0.947 | 5.3

Continuation:
SMILES | APOBEC3A inh | HKDC1 inhibitor | mIAP activ | PfGluPho inh | ATG4B inh | mIAP block | hIAP activ | hIAP inh
Cn1c(Cn2c(=O)sc3ccccc32)nnc1SCc1cccc(F)c1 | -1.0 | -4.3 | 1.09 | -11.6 | -0.7 | -8.9 | 1.09 | -8.8
CCOCCn1c(N2CCN(c3ccc(OC)cc3)CC2)nc2c1c(=O)[nH]c(=O)n2C | -2.3 | -3.9 | 1.01 | 20.3 | -4.6 | -1.0 | 0.911 | 8.9
CC(Cc1n[nH]c(=S)n1N)c1ccccc1 (configuration not stated) | -3.3 | 1.9 | 0.952 | 36.1 | -10.1 | 4.8 | 0.857 | 14.3
Cc1cc(N2CCN(C)CC2)n2nc(-c3ccc(Cl)cc3)nc2n1 | -0.3 | -4.2 | 1.01 | 26.6 | -4.3 | -1.1 | 0.979 | 2.1
CCCS(=O)(=O)N1CCC(C(=O)NCCCN2CCC(Cc3ccccc3)CC2)CC1 | 3.1 | 4.8 | 0.995 | -13.6 | -1.6 | 0.5 | 0.936 | 6.4
O=C(OCC(=O)N1CCCC1=O)C1CCN(S(=O)(=O)c2c(Cl)cccc2Cl)CC1 | 0.3 | -3.8 | 1.1 | -16.6 | 5.5 | -10.2 | 1.21 | -21.0
CC(C)CCNC(=O)c1cc([N+](=O)[O-])ccc1N1CCOCC1 | 4.6 | -12.4 | 0.948 | 0.9 | 5.9 | 5.2 | 0.926 | 7.4

The order is random; about 2.4% have a hit in one of these screens.
